Source: PubChem BioAssay
Dynein transport: dynein cargo transport inhibition; 3617.4 mouse cells, GR-EGFP nuclear translocation imaging; test concentration mostly 20 µM; stimulated with dexamethasone, 1 µM; active compounds read low; z-score, hits read low; 220,000 compounds, 0.47% hits;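 active = plate z-score of nuclear minus cytoplasmic receptor signal below a set negative limit, without overly bright fluorescence or cell loss, cut at about -3.5 in these data, passing the limit was not always enough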;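 also: z-score of nuclear minus cytoplasmic ring GR-EGFP intensity difference per well; some compounds called inactive have numbers as strong as hits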
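Medium: Induction medium lacking tetracycline, stripped serum | Probe or stimulus: 1.0 µM final dexamethasone stimulus | Schedule: 48 h induction, then 1 h compound, then 30 min agonist, 37 °C | Signal: Automated 10x imaging of fixed Hoechst-stained cells | Evaluation: Per-cell GR-EGFP intensity, nucleus versus surrounding cytoplasmic ring, well-averaged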
M17LAP inhibition: P. falciparum M17LAP inhibitors, primary screen, biochemical, fluorogenic H-Leu-NHMec substrate, 1536-well (AID 1619); recombinant M17LAP, H-Leu-NHMec fluorogenic kinetic assay; higher % means a stronger effect; inhibition, % at 30 µM; hits with a dose series show IC50 in µM; 220,000 compounds, 0.38% hits;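 active = compound inhibiting the enzyme by more than half at any dose during confirmatory dose-response retesting; inconclusive = strong single-dose inhibitors picked by rank but not retested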;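 also: plate controls were full reaction with DMSO carrier for no effect and no enzyme background for full effect; strong numbers were not always called active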
GPR55 activation: selective activators of receptor GPR55 – imaging, U2OS cells, beta-arrestin-GFP redistribution, primary screen (AID 1961). U2OS GPR55 beta-arrestin-GFP redistribution imaging; higher % means a stronger effect. activation, % at 10 µM, or EC50 in µM where a hit was titrated. 290,000 compounds, 0.048% hits;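 active = activation above 40% with more than 50 cells counted in the well; inconclusive = wells holding fewer than 50 cells, flagged as toxic or sparse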;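 also: U2OS osteosarcoma cells stably expressing GPR55 and beta-arrestin-GFP; plate controls were DMSO negative control for no effect and LPI positive control for full effect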
NOD2 inhibition: inhibition of NOD2-driven NF-kB reporter – cell-based, luminescence, uHTS, HEK293 (AID 1566) | HEK293 NOD2/NF-kB luciferase reporter, luminescence; higher % means a stronger effect | inhibition, % at 4 µM, or EC50 in µM where a hit was titrated | 290,000 compounds, 0.63% hits; also: many of its hits are not listed in these tables
AID2073: disruptors of CaV2.2 binding to Mint1 – biochemical, HTRF (AID 2073); HTRF protein-protein interaction, Mint1-CaV2.2; higher % means a stronger effect; one-dose inhibition, % at 20 µM; IC50 in µM for titrated hits; 290,000 compounds, 0.19% hits; in the data active = inhibition mostly above about 51%, no sharp cut-off; inconclusive = no clear call, values can overlap the other calls; inactive = mostly below about 53%; also: some results filed as inactive read as strong as hits
NOD1 NF-kB reporter: NOD1 signaling inhibitors, primary screen, cell-based, luminescence, uHTS (AID 1578); NOD1-driven NF-kB luciferase reporter cells, luminescence; higher % means a stronger effect; one-dose inhibition, % at 4 µM; EC50 in µM for titrated hits; 290,000 compounds, 1% hits; in the data active = inhibition mostly above about 36%, no sharp cut-off; inactive = mostly below about 34%;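 also: HEK-293T reporter cells stimulated with the NOD1 agonist gamma-tri-DAP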
KOR beta-arrestin-1: KOR agonists, beta-arrestin recruitment, primary screen, cell-based, luminescence, uHTS (AID 1777). activation, % at 10 µM, or EC50 in µM where a hit was titrated. 280,000 compounds, 0.02% hits. KOR beta-arrestin recruitment, luminescence; higher % means a stronger effect; in the data active = activation above about 50%, passing the limit was not always enough; also: a part of the inactive calls stands beside numbers as strong as those of hits
P. falciparum M1AAP: P. falciparum M1AAP inhibitors, biochemical, fluorogenic H-Leu-NHMec substrate, 1536-well (AID 1445). recombinant M1AAP, H-Leu-NHMec fluorogenic kinetic assay; higher % means a stronger effect. 220,000 compounds, 0.42% hits. inhibition, % at 30 µM; hits with a dose series show IC50 in µM;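 active = primary inhibition above the hit cutoff, then over 50% inhibition at one or more dose response concentrations, cut at about 23% in these data, passing the limit was not always enough; inconclusive = conflicting primary data, or primary hits not chosen for dose response; inactive = low primary inhibition, or under 50% at every dose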;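 also: plate controls were DMSO full reaction for no effect and no enzyme background for full effect; strong numbers were not always called active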
KOR beta-arrestin-2: KOR antagonists, beta-arrestin recruitment, cell-based, luminescence, uHTS (AID 1778); KOR beta-arrestin recruitment, luminescence, antagonist mode; higher % means a stronger effect; inhibition, % at 10 µM, or IC50 in µM where a hit was titrated; 290,000 compounds, 0.091% hits; also: strong numbers were not always called active
Dynein transport cytoplasmic EGFP: further read-out of Dynein transport, marked with its call; z-score; measured here: cytoplasmic GR-EGFP intensity; active compounds read high
Dynein transport nuclear GR-EGFP: further read-out of Dynein transport, marked with its call; z-score; measured here: nuclear GR-EGFP intensity;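 lower value marks the stronger effect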
Dynein transport cell count: second read-out of Dynein transport, no call of its own (marks repeat the call); z-score; measured here: cell count per field
Active calls of the source: *; ? = inconclusive; · = not tested or not shown; [ ] = remark or other dose. Rule as the data show it, unless noted: active = inhibition above about 50%; inactive = the rest. An excerpt (hit frequency here may not be typical).

No. | structure | Dynein transport | Dynein transport cytoplasmic EGFP | Dynein transport nuclear GR-EGFP | Dynein transport cell count | M17LAP inhibition | GPR55 activation | NOD2 inhibition | AID2073 | NOD1 NF-kB reporter | KOR beta-arrestin-1 | P. falciparum M1AAP | KOR beta-arrestin-2
1 | CSc1nc(-c2ccccc2)nc(N2CCCC2)c1C(C)=O | -0.0197 | -0.206 | -0.0459 | -0.223 | 1.8% | -0.2% | -10.0% | -4.5% | -10.6% | 7.0% | -4.0% | 0.9%
2 | CC1CCCCC1NC(=O)Cn1cnc2ccccc2c1=O (stereo not drawn) | -0.0563 | -0.22 | -0.0311 | 0.499 | 8.9% | -0.1% | 17.8% | -4.1% | 4.4% | -0.8% | 5.5% | 1.6%
3 | COc1ccc(OCc2nnc(SC3CCOC3=O)n2-c2ccccc2)cc1 (stereo not drawn) | 2.77 | -0.176 | 1.55 | -1.54 | 7.3% | -0.1% | 13.0% | -2.6% | 3.5% | -2.1% | 3.2% | -3.3%
4 | O=C(O)CCN1Cc2ccccc2C1=O | 0.225 | -0.402 | -0.0454 | 0.0313 | 2.9% | 0.0% | -5.1% | 0.8% | -16.0% | 2.9% | -0.4% | 2.3%
5 | CC1Oc2ccccc2N(CC(=O)NCC2CCCO2)C1=O (stereo not drawn) | 0.779 | -0.226 | 0.371 | 0.658 | 8.9% | 0.3% | -2.5% | -5.1% | -9.4% | 7.9% | 5.9% | -38.7%
6 | O=C(CN(CCc1ccccc1)C(=O)CN1C(=O)COc2ccccc21)NCc1ccco1 | -0.976 | 0.163 | -0.214 | -0.157 | 14.4% | -0.1% | 16.9% | -2.9% | 5.7% | -1.3% | 7.0% | 15.6%
7 | COc1ccc(NC(=O)CN2C(=O)S/C(=C/c3cccn3-c3ccc(C(=O)O)cc3)C2=O)cc1 | · | · | · | · | · | -0.1% | -21.3% | 10.3% | -9.2% | -5.6% | · | 24.4%
8 | [O-]/C(=C(\C(=S)NCc1ccccc1)[n+]1ccccc1)c1ccc(Cl)s1 | -0.0611 | -0.19 | 0.0207 | -0.0243 | 24.8% | 0.4% | 6.6% | 47.5% | -9.0% | -5.3% | 8.8% | -14.3%
9 | Cc1ccc2c(COC(=O)C3=COCCO3)cc(=O)oc2c1 | -0.348 | -0.253 | -0.216 | 0.211 | 6.3% | 0.2% | -106.0% | -0.3% | 23.1% | 0.4% | 8.8% | -11.2%
10 | CN(C)S(=O)(=O)c1cc(C(=O)NCc2ccccc2)c(Cl)cc1Cl | -1.06 | -0.221 | -0.409 | 1.42 | -5.3% | 0.2% | 12.1% | 0.2% | -9.6% | -3.8% | 2.6% | -40.6%[20 µM]
11 | COCc1c(C#N)c(NCCc2ccccc2)nc(C)c1[N+](=O)[O-] | 0.0757 | -0.186 | 0.0415 | -0.64 | 7.8% | 0.5% | -0.2% | 2.3% | 55.0% | 5.6% | 5.9% | 21.3%
12 | COc1cccc2[nH]c(C(=O)NCC3CCCO3)cc12 (stereo not drawn) | · | · | · | · | · | 0.0% | -20.7% | 32.5% | -11.8% | 1.5% | · | -19.5%
13 | CCCCNC(=O)CCNC(=O)c1ccc(C(C)(C)C)cc1 | -1.26 | 0.158 | -0.363 | 0.923 | 1.9% | -0.1% | 11.8% | 8.1% | 13.2% | -4.6% | -5.2% | -9.2%
14 | CCO/C=C1/C(=O)N(C(C)=O)c2ccccc21 | -0.33 | -0.284 | -0.235 | 1.01 | -12.6% | 0.4% | 4.7% | -5.3% | -40.7% | 0.0% | -6.0% | 18.9%
15 | CC(C)(C)c1ccc(C(=O)NC(=S)N2CCCC2)cc1 | · | · | · | · | · | 0.0% | 9.2% | -8.7% | -1.2% | -0.6% | · | 25.1%
16 | O=C(Cc1ccc(Cl)cc1)NCCc1cnc[nH]1 | · | · | · | · | · | 0.5% | 12.6% | -7.4% | -0.7% | 4.3% | · | -7.6%
17 | COc1ccc(CC(=O)OCN2C(=O)c3ccccc3C2=O)cc1 | 0.545 | -0.296 | 0.321 | -0.742 | -1.8% | -0.3% | 9.7% | -2.2% | 0.1% | 4.2% | -1.8% | 14.5%
18 | Cc1cc(C)cc(NC(=O)C2CCCN(c3ncccn3)C2)c1 (stereo not drawn) | · | · | · | · | · | 0.6% | 7.3% | 4.5% | 29.6% | 0.4% | · | 0.1%
19 | Cn1c(SCC(=O)Nc2ccc3nc(SCC(=O)N4CCCC4)sc3c2)nnc1-c1ccc(N)cc1 | 0.245 | -0.248 | 0.595 | 1.7 | -6.8% | 0.0% | -14.8% | 35.0% | -38.5% | 5.1% | 11.1% | -5.4%
20 | Cc1nn(-c2ccccc2)c(C)c1/C=N/N1CCN(c2ccccn2)CC1 | -0.721 | -0.212 | -0.521 | 0.244 | 5.8% | -0.8% | -15.5% | -12.1% | -17.3% | -3.3% | 9.9% | 17.8%

(more compounds)
No. | structure | Dynein transport | Dynein transport cytoplasmic EGFP | Dynein transport nuclear GR-EGFP | Dynein transport cell count | M17LAP inhibition | GPR55 activation | NOD2 inhibition | AID2073 | NOD1 NF-kB reporter | KOR beta-arrestin-1 | P. falciparum M1AAP | KOR beta-arrestin-2
21 | COc1ccc(NC(=O)Nc2sc(NS(=O)(=O)c3ccccc3)nc2C)cc1 | -0.386 | -0.175 | -0.183 | -0.0243 | 20.2% | 0.7% | 14.7% | -7.0% | -17.5% | -2.8% | 16.4% | 19.2%
22 | O=C(O)/C(=C\c1ccc(F)cc1)c1ccc(-c2ccccc2)cc1 | · | · | · | · | · | -0.1% | 15.4% | 10.2% | 14.7% | 0.0% | · | -2.5%
23 | Cc1c(C(=O)N(C)C2CCCCC2)sc2ncnc(N3CCN(c4ccccc4)CC3)c12 | · | · | · | · | · | 5.84µM* | 22.1% | 3.3% | 20.7% | 2.5% | · | 2.6%
24 | Cc1cc(C=O)c(C)n1-c1ccc(N2CCCC2)c([N+](=O)[O-])c1 | 0.136 | -0.238 | -0.0864 | -0.0583 | -7.4% | -0.1% | 20.7% | -3.7% | 10.0% | -4.6% | 9.0% | -4.9%
25 | COc1ccc(OC)c(/C=N/NC(=O)c2nnn(-c3nonc3N)c2-c2cccs2)c1 | · | · | · | · | · | -0.1% | 1.6% | 14.5% | 2.4% | 8.2% | · | -31.8%
26 | O=C(NNc1ncnc2ccccc12)c1cccc(Cl)c1 | 0.791 | -0.146 | 1.13 | -1.98 | 1.4% | -0.2% | -89.2% | 0.8% | -6.1% | -0.8% | 1.7% | 23.5%
27 | COc1ccc(C(=O)NCCN2CCCC2)cc1OC | -0.0249 | -0.0225 | 0.366 | -0.0991 | 4.9% | 0.0% | -8.0% | -5.4% | -10.1% | 3.3% | 3.4% | 8.5%
28 | COC(=O)C(Cc1ccc(O)cc1)NC(=O)c1ccc2c(c1)OCCO2 (stereo not drawn) | · | · | · | · | · | -0.1% | -8.1% | 13.9% | -27.2% | -1.7% | · | -35.7%
29 | Cc1ccc(C2=NN(C(=O)CCC(=O)O)C(c3cn(-c4ccccc4)nc3-c3ccc(C)cc3)C2)cc1 (stereo not drawn) | -0.228 | -0.313 | -0.131 | 0.34 | 0.8% | -0.3% | 4.2% | 52.4% | -20.2% | -4.4% | 9.6% | -51.3%
30 | COc1ccc(C(=O)NCC(=O)OCc2cccc(Br)c2)cc1 | 0.417 | -0.181 | 0.65 | 0.677 | 8.8% | -0.1% | 13.1% | 38.6% | -5.6% | 13.4% | -3.5% | -8.2%
31 | O=C(O)CSC1c2ccccc2C(=O)N1Cc1ccccc1 (stereo not drawn) | -0.63 | -0.331 | -0.142 | 0.354 | 29.1% | 0.2% | -8.7% | 1.9% | -17.0% | 3.2% | 2.2% | -45.5%
32 | O=C(CN(C(=O)c1csnn1)c1cccc2ccccc12)NCc1ccc(F)cc1 | · | · | · | · | · | -0.2% | -8.1% | -10.0% | -22.7% | -0.1% | · | -22.1%
33 | Cc1ccc2oc(=O)c(/C=C(\O)c3ccco3)nc2c1 | 0.249 | -0.285 | -0.106 | 0.999 | 4.0% | -0.1% | 10.0% | -24.9% | 5.8% | 2.2% | -2.6% | -6.8%
34 | Cc1ccc(C)c(CSCC(=O)NCc2cccs2)c1 | -1.42 | -0.159 | -0.942 | 1.04 | 5.2% | -0.3% | 2.2% | -1.1% | -1.4% | -3.5% | 5.8% | 9.5%
35 | CCCCn1c(SCC(=O)Nc2cc(C)on2)nc2ccccc2c1=O | -0.607 | -0.473 | -0.413 | 0.412 | 2.1% | 1.9% | -3.4% | 38.6% | -6.8% | 0.1% | 6.1% | 3.9%
36 | CC(C)CN=Cc1c(O)c([N+](=O)[O-])cc2oc3c(c12)CCCC3 | -0.529 | -0.293 | -0.201 | 0.795 | -15.2% | ? | 12.5% | 19.9% | -4.4% | 1.7% | 13.5% | 43.1%
37 | ON(Cc1c(F)cccc1Cl)Cc1c(F)cccc1Cl | -1.34 | -0.224 | -0.0272 | 0.578 | 12.3% | 0.3% | 4.3% | -10.9% | -8.4% | 7.6% | 4.3% | 24.7%
38 | COc1cc(OC)c(C2SCCCS2)cc1OC | -0.778 | -0.304 | -0.776 | 1.26 | 8.3% | 0.4% | 1.2% | 2.0% | -25.1% | 1.6% | 4.8% | -19.8%
39 | Cc1sc2ncnc(SC(C)C(=O)N3c4ccccc4Sc4ccccc43)c2c1C (stereo not drawn) | -0.218 | -0.224 | -0.114 | 0.513 | 1.3% | -0.2% | 13.8% | 31.4% | 18.7% | -2.7% | -1.9% | -19.5%
40 | CC(C)(C)c1cc(C(=O)NNC(=O)Nc2ccccc2)n(Cc2ccccc2)n1 | 0.265 | -0.252 | -0.0929 | -0.149 | -4.5% | -0.2% | -0.5% | 8.6% | 3.9% | -2.1% | -4.1% | 27.5%
41 | COc1ccc(NS(=O)(=O)c2ccc(NS(C)(=O)=O)cc2)cc1 | 0.3 | -0.389 | 0.3 | -0.103 | 23.2% | -0.1% | 13.4% | -5.6% | 0.5% | -0.3% | 5.2% | 15.2%
42 | O=C(Nc1ccccc1Cl)c1cc(S(=O)(=O)N2CCOCC2)cs1 | -1.03 | -0.141 | -0.482 | 0.666 | -0.1% | -0.1% | -17.9% | 3.7% | 0.1% | -14.3% | 7.6% | ·
